TEAD-YAP inh: TEAD-YAP interaction inhibition | HEK-TIYL cells, TEAD-Gal4/YAP UAS-luciferase luminescence | inhibition, % at 9.12 µM | actives 1.4% (n = 640,000) | AID 1259422; in the data active = inhibition above about 32%;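 note: 0% = median of test compound wells and 100% = reference inhibitor wells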
GPR151 activ: human GPR151 activation; PathHunter beta-arrestin GPR151 cells, luminescence; activation, % at 11.2 µM; actives 1% (n = 650,000); Q8TDV0; in the data active = activation above about 4.9%;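 note: 0% = median of compound wells and 100% = cells with positive control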
Target sequence (Q8TDV0 whole entry, looked up): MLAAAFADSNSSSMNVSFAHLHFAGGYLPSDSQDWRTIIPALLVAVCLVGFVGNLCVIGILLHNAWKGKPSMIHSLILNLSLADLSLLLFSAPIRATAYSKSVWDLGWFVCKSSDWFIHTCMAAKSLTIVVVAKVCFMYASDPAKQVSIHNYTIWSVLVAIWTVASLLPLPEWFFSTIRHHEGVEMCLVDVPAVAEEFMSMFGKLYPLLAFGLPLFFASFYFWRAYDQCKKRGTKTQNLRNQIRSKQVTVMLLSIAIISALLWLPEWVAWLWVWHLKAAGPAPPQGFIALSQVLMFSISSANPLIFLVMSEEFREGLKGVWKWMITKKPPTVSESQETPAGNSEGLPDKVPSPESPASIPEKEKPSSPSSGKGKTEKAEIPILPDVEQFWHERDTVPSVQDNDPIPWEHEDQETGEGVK
FBW7 act: activators of human E3 ligase FBW7 | Q969H0 | AlphaScreen FBW7–phospho-cyclin E peptide binding, activator screen | normalized activity (activation), % at 26.1 µM | actives 0.13% (n = 650,000); in the data active = normalized activity above about 1.9%;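 note: purified mutant Fbw7 with reduced substrate affinity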
MITF primary: human MITF inhibition, primary screen | inhibition, % at 2.6 µM | AID 1259374 | O75030 | actives 0.91% (n = 650,000) | AlphaScreen MITF homodimerization, bead proximity signal; in the data active = inhibition above about 50%;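 note: 0% = vehicle wells with protein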
Target sequence (O75030 whole entry, looked up): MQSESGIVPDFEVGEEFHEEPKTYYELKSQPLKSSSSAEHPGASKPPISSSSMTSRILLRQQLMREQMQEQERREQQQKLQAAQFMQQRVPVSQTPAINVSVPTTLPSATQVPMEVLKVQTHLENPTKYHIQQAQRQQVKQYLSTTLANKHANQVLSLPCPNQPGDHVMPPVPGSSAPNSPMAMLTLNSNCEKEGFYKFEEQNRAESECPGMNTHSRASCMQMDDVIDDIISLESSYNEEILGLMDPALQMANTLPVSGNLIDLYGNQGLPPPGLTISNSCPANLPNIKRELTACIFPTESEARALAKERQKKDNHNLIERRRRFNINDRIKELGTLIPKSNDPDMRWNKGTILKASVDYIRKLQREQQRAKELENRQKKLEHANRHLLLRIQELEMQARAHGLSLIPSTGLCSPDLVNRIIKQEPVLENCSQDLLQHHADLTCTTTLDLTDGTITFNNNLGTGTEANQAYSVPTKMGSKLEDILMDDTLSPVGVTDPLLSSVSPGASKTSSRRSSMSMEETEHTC
* = called active by the depositor. Random draw from the library, and some 3.4% of all compounds hit somewhere here.

Start of the listing, in advance:
compound | TEAD-YAP inh | GPR151 activ | FBW7 act | MITF primary
COc1ccc(NC(=O)CSc2nnc3ccccn23)cc1 | -29 | -0.5 | 0.1 | -15
CCCc1c(C(=O)N[C@H]2C[C@H]3C(=O)N[C@@H]([C@@H](C)O)C(=O)N3C2)cnn1-c1ccccc1 | 4 | 1.9 | -0.1 | 10
CS(=O)(=O)CCC(C(=O)N1CCOCC1)N1C(=O)c2cc(Cl)c(Cl)cc2C1=O (stereo not drawn) | 4 | 4.0 | 0.0 | 6
COc1ccccc1-c1nc2n(n1)C(c1ccc(Cl)cc1)C(C(N)=O)=C(C)N2 (stereo not drawn) | 1 | -0.1 | -0.1 | 12
Cc1cc(OCC(=O)OCC(=O)Nc2ccc(F)cc2)no1 | 1 | -0.1 | 0.0 | 3

Results, previewed entries included:
compound | TEAD-YAP inh | GPR151 activ | FBW7 act | MITF primary
COc1ccc(NC(=O)CSc2nnc3ccccn23)cc1 | -29 | -0.5 | 0.1 | -15
CCCc1c(C(=O)N[C@H]2C[C@H]3C(=O)N[C@@H]([C@@H](C)O)C(=O)N3C2)cnn1-c1ccccc1 | 4 | 1.9 | -0.1 | 10
CS(=O)(=O)CCC(C(=O)N1CCOCC1)N1C(=O)c2cc(Cl)c(Cl)cc2C1=O (stereo not drawn) | 4 | 4.0 | 0.0 | 6
COc1ccccc1-c1nc2n(n1)C(c1ccc(Cl)cc1)C(C(N)=O)=C(C)N2 (stereo not drawn) | 1 | -0.1 | -0.1 | 12
Cc1cc(OCC(=O)OCC(=O)Nc2ccc(F)cc2)no1 | 1 | -0.1 | 0.0 | 3
C#CCn1c(=NC(=O)c2ccc([N+](=O)[O-])s2)sc2cc(S(N)(=O)=O)ccc21 | 5 | 0.2 | -0.2 | -14
CCOc1cccc(C2CC(=O)NC3=C2C(=O)CC(c2ccc(OC)c(OC)c2)C3)c1 (stereo not drawn) | 11 | 0.1 | -0.1 | 10
CC(C)Cc1nnc2sc(NC(=O)C(C)C)nn12 | 0 | -0.7 | -0.3 | 3
NC(=O)c1nc(-c2cccc(Br)c2)nc2c1[nH]c(=O)n2-c1ccccc1 | 2 | -1.1 | 0.5 | 4
CCOc1ccc(-c2cc(C(=O)N3CCCCC3C)[nH]n2)cc1 (stereo not drawn) | -12 | -0.4 | -0.1 | 8
CN(C)c1nc(NCc2ccccc2)nc(SCC(=O)Nc2ccccc2Cl)n1 | -26 | 0.9 | 0.3 | 7
CCCc1cc(=O)[nH]c(-n2nc(C)cc2NC(=O)Cc2cccc3ccccc23)n1 | 14 | 0.6 | -0.1 | 10
O=C(NCc1cccnc1)c1cccc(OC2CCN(Cc3nccs3)CC2)c1 | 4 | -0.9 | 0.0 | 12
COc1ccc(C(=O)COC(=O)CNS(=O)(=O)c2ccc(C)cc2)cc1 | 6 | 0.0 | 0.2 | 14
Cc1cccc(CN2CCN(CC(=O)NCc3ccc(Cl)c(Cl)c3)C2=O)c1 | 1 | -0.3 | 0.1 | -1
O=C(N/N=C/c1c(Cl)cccc1Cl)c1ccco1 | -26 | -0.9 | 0.4 | 7
CC(=O)Nc1ccc2c(c1)C(=O)N(c1ccc(C)cc1)C2=O | -35 | -1.3 | 0.1 | 0
Cc1ccccc1N=Cc1nc2n(c1O)CCCCC2 | -67 | -2.2 | -0.1 | -4
Cc1cccc(/C=C2\SC(=S)N(CCCC(=O)O)C2=O)c1 | 75* | -2.3 | 0.9 | 5
COc1ccc(C2C(C(=O)c3cccs3)=C(O)C(=O)N2CCN2CCOCC2)c(OC)c1 (stereo not drawn) | 10 | -0.9 | 0.1 | 18
CCOC(=O)c1c(-c2ccccc2)csc1NC(=O)CSc1nnc2sc3ccccc3n12 | -22 | 0.3 | -0.1 | -1
COc1ccc(CNCCc2ccccc2)cc1OCC(N)=O | -17 | -0.9 | -0.2 | 0
N#Cc1ccccc1NC(=O)Nc1cccc(Cl)c1 | -2 | -0.3 | -0.1 | -2
O=C(CNC(=O)c1ccccc1F)OCC(=O)N1CCCCC1 | 13 | 1.7 | 0.4 | 12
O=C(Nc1ccc(Cl)cn1)c1cc(S(=O)(=O)N2CCOCC2)ccc1Cl | 14 | 1.5 | 0.2 | 15
CC(/C=C/c1ccccc1)=N\NC(=O)COc1ccc(C)c(C)c1 | 2 | -0.2 | -0.1 | 9
COc1ccccc1N1CCN(C(=O)CN2CCC(c3ccncc3)CC2)CC1 | -23 | 1.5 | -0.2 | 0
Cc1ccc2c(c1)NC(C)(C)c1ssc(=Nc3ccc(C)c(Cl)c3)c1-2 | -10 | 1.4 | 0.1 | 1
COc1ccc(CCNC(=O)CN2C(=O)CC(C)Sc3ccccc32)cc1OC (stereo not drawn) | -2 | -1.1 | -0.1 | 2
Cc1c(NC(=O)CN2CCN(C/C=C/c3ccccc3)CC2)c(=O)n(-c2ccccc2)n1C | 2 | 1.5 | -0.1 | 3
Cc1ccc(CNC(=O)CN(C)S(=O)(=O)c2ccc3c(c2)C(C)(C)C(=O)N3C)cc1 | -4 | 0.4 | 0.0 | 1
CCCCN(C)C(=O)C(CC)n1nc(C)n2c(cc3occc32)c1=O (stereo not drawn) | 4 | 1.2 | 0.0 | 2
O=C(N/N=C/c1ccc(Cl)cc1Cl)c1cc(O)cc(O)c1 | 15 | 0.6 | 0.2 | 13
CCOC(=O)C(C)Sc1nnc(CNC(=O)c2ccc(OC)cc2)n1-c1cccc(C)c1C (stereo not drawn) | -8 | 1.0 | 0.1 | -12
CC(C)OCCCNC(=O)C1CCCN(S(C)(=O)=O)C1 (stereo not drawn) | -11 | 0.7 | 0.8 | 16
COc1ccc(OC)c(C(=O)CSc2nnc(-c3c[nH]c4ccccc34)o2)c1 | -6 | -0.7 | 0.2 | 5
Cc1ccc(C(=O)Nc2cc(-c3nc4ccccc4s3)ccc2C)cc1 | -13 | -0.4 | -0.2 | -10
CC(C)NC1CCN(c2ccc(C(=O)N3CCCC(O)C3)cc2)CC1 (stereo not drawn) | -7 | -0.6 | -0.1 | 6
CN1CCN(CCC(=O)N2CCc3c([nH]c4ccccc34)C2c2cc(F)ccc2F)CC1 (stereo not drawn) | -10 | 2.7 | 0.0 | -3
Cc1ccc(CN2CCNC(=O)C2CC(=O)N2CCN(Cc3csc(C)n3)CC2)o1 (stereo not drawn) | 2 | 5.1* | -0.1 | -4
CN(CC(=O)NCc1cccs1)S(=O)(=O)c1cccc2cccnc12 | 8 | 0.9 | -0.1 | 5
CC1=NN(c2cccc(Br)c2)C(=O)/C1=C\c1ccc(-c2cccc([N+](=O)[O-])c2)o1 | -4 | -0.7 | 0.1 | -4
Cc1ccc(-c2c(C(=O)N3CCN(c4cccc(Cl)c4)CC3)oc(=O)c3ccccc23)cc1 | -3 | -0.2 | 0.0 | 14
COc1ccc(-c2noc(N3CCCC(C(=O)Nc4ccc(OC)c(Cl)c4)C3)n2)cc1 (stereo not drawn) | -10 | -1.0 | -0.2 | 7
O=C1NC(NS(=O)(=O)c2ccc(Cl)cc2)(C(F)(F)F)C(=O)N1c1ccccc1 (stereo not drawn) | -7 | 0.5 | -0.1 | -6
CCCNc1nc(-c2ccc(N3CCN(C)CC3)cc2)nc2c1ncn2-c1ccccc1 | -3 | 3.2 | -0.1 | 0
COc1ccc(NC(=O)C(c2ccccc2)N2CCCC2)cc1 (stereo not drawn) | -2 | 0.0 | 0.1 | 16
COc1cc(C2=N/C(=C\c3cccc(Cl)c3Cl)C(=O)O2)cc(OC)c1OC | 18 | -1.1 | -0.1 | -13
Cc1nccn1-c1cc(NCCNC(=O)c2ccc3c(c2)OCO3)ncn1 | 1 | 0.5 | -0.1 | -3
Cn1c(=N)n(CC(O)c2cccs2)c2ccccc21 (stereo not drawn) | 5 | -0.8 | -0.1 | 12
O=C(NCc1ccco1)C1CCN(c2ccc(N3CCOCC3)nn2)CC1 | -19 | 0.0 | 0.0 | -10
C/C(=N\N=C\c1ccc([N+](=O)[O-])cc1)C1C(=O)c2ccccc2C1=O | 3 | -0.1 | -0.6 | 7
Cc1cc(OCCN2CCNCC2)cc(C(C)C)c1 | -3 | 2.4 | -0.3 | 66*
Cc1ccc2nc(-c3ccc(N4C(=O)CC(Sc5ncccn5)C4=O)cc3)sc2c1 (stereo not drawn) | -3 | -0.2 | -0.1 | 1
Cc1ccc(CNc2nc3nc4c(c(=O)n3[nH]2)CCC4)cc1 | 6 | -0.4 | -0.2 | -6
Cc1cc(F)ccc1S(=O)(=O)N1CCCOC1CNC(=O)C(=O)NCCCO (stereo not drawn) | -3 | 0.7 | -0.1 | -5
CC1(C)CC(=O)C(C=NCCN2CCN(C(=O)CC3CCCC3)CC2)=C(O)C1 | -9 | 0.9 | 0.0 | 11
COc1ccccc1NC(=O)N1CCCC1C(=O)NCc1ccc(C)cc1 (stereo not drawn) | 4 | 0.6 | -0.1 | -3
CC(=NCc1ccccc1)c1c(O)n(Cc2ccccc2)c(=O)[nH]c1=O | 11 | 2.2 | 0.0 | -10
Cc1cc(N2CCOCC2)nc(SCC(=O)N2CCOCC2)n1 | 2 | 1.4 | -0.2 | 1

The listing continues:
compound | TEAD-YAP inh | GPR151 activ | FBW7 act | MITF primary
CS(=O)(=O)N(CC(=O)NCCSc1ccc(Cl)cc1)c1cccc([N+](=O)[O-])c1 | 11 | 2.1 | -0.2 | 1
Cc1ccc(CCSCC(=O)O)cn1 | -3 | 0.1 | 0.9 | 10
CC(C)C(NC(=O)COc1ccc(Oc2ccccc2)cc1)C(=O)O (stereo not drawn) | -10 | 0.0 | 0.1 | -5
Cc1nn(CCC#N)c2nc(-c3ccc4c(c3)OCO4)cc(C(F)(F)F)c12 | -1 | -0.5 | 0.0 | 2
Cc1cc(Cl)ccc1OCC(=O)Nc1cc([N+](=O)[O-])ccc1F | -39 | -0.2 | -0.1 | -6
O=S(=O)(c1ccccc1)N1N=C(c2ccc(O)cc2)CC1c1ccco1 (stereo not drawn) | 1 | 0.2 | 0.2 | 1
CCOc1ccc2ccccc2c1C(=O)NCCc1ccsc1 | -2 | 1.7 | 0.3 | 15
COc1cc(OC)c(NC(=O)C(C)n2c3ccccc3c3nc(=O)cc(C)n32)cc1Cl (stereo not drawn) | 8 | 0.3 | 0.0 | 1
COc1cccc(C2(c3cccc(OC)c3)CC2C(=O)Nc2cc([N+](=O)[O-])ccc2C)c1 (stereo not drawn) | 10 | 0.5 | 0.0 | 1
S=c1[nH]ncn1/N=C/c1ccccc1 | -5 | -0.5 | 0.0 | -2
CC1=CC(C)(C)Nc2ccc(OC(=O)c3ccco3)cc21 | -43 | 0.7 | -0.3 | 18
COc1ccccc1-c1cnn2c(NCCOCCO)cc(C)nc12 | -50 | 2.7 | 0.8 | 21
CC(C(=O)O)N1C(=O)C2C3c4ccccc4C(c4ccccc43)C2C1=O (stereo not drawn) | 5 | 0.2 | 0.0 | 4
N#Cc1ccc(N2CCc3ccccc3C2)c([N+](=O)[O-])c1 | -5 | -0.1 | -0.3 | 1
O=C1C(=O)N(CCCN2CCOCC2)C(c2ccncc2)/C1=C(/O)c1ccccc1 (stereo not drawn) | 0 | -0.6 | 0.0 | 2
CC(=O)NC1(NC(C)=O)CC(c2ccccc2)N(C)CC1C (stereo not drawn) | 17 | 1.3 | -0.2 | 0
CC1(C)CC(=O)C2=C(C1)N(c1ccc(Cl)cc1)C(N)=C(C#N)C2c1ccc(C(C)(C)C)s1 (stereo not drawn) | 8 | -1.8 | 0.2 | 12
CCOCCCNC(=O)Cn1cnc2c(cnn2-c2ccc(F)cc2)c1=O | -1 | -1.0 | -0.1 | -11
CCOC(=O)C(C(=O)c1ccccc1)C1CC(C)NC(=S)N1 (stereo not drawn) | 5 | 1.2 | -0.1 | -191
CC(=O)Oc1ccc2c(c1C)O/C(=C\c1ccc3c(c1)OCO3)C2=O | 18 | 0.0 | -0.1 | -4
COCCCNC(=O)c1nnc(Cc2ccc(OC)c(OC)c2)o1 | 5 | 0.6 | -0.1 | -2
CCOP(=O)(OCC)c1nc(-c2ccccc2)oc1NCc1ccc2c(c1)OCO2 | 15 | -0.4 | 0.1 | 5
CCCN1CCC(N2CCN(c3cccc(C(F)(F)F)c3)CC2)CC1 | -3 | 0.4 | -0.1 | -4
O=C(Nc1ccc(Br)cc1)/C(=C/c1cccc([N+](=O)[O-])c1)NC(=O)c1cccc(Cl)c1 | 8 | -1.0 | 0.2 | 20
CC(NC(=O)c1ccccc1NS(C)(=O)=O)c1ccccc1 (stereo not drawn) | -1 | 0.4 | 0.1 | 7
CCCn1cc(SCC(=O)Nc2ccccc2)c2ccccc21 | 9 | 0.5 | 0.1 | -6
O=C(N/N=C/c1cc2ccccc2nc1Cl)c1ccccc1 | -26 | 1.1 | 0.0 | -2

Record cards (already shown):
CC(C(=O)O)N1C(=O)C2C3c4ccccc4C(c4ccccc43)C2C1=O (stereo not drawn) as listed: TEAD-YAP inh: 5; GPR151 activ: 0.2; FBW7 act: 0.0; MITF primary: 4
COc1cccc(C2(c3cccc(OC)c3)CC2C(=O)Nc2cc([N+](=O)[O-])ccc2C)c1 (stereo not drawn) as listed: TEAD-YAP inh: 10; GPR151 activ: 0.5; FBW7 act: 0.0; MITF primary: 1

Source: PubChem
